# High-throughput results as filed in PubChem.
# RPL19A-GFP yeast = alters RPL19A-GFP fluorescence in TOR pathway yeast screen. S. cerevisiae RPL19A-GFP strain, flow cytometry, 3 h; active compounds read low. percent response vs DMSO, % at 10 µM. hit rate 0.3% among 330,000. AID 2025;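 active means percent response vs DMSO below 50%; inconclusive means fewer than 70 events counted for the yeast strain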;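 further: median channel GFP fluorescence of the barcoded RPL19A-GFP strain; ratio of sample median GFP to plate DMSO average so 100% = DMSO; lower means less RPL19A-GFP as with rapamycin TOR inhibition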
# proCasp7 act = counter-screen for procaspase-3 activators: activators of human procaspase-7; AID 463210; recombinant procaspase-7, Ac-DEVD-pNA absorbance 405 nm; D23A/D198A/D206A triple mutant, cannot self-cleave; scale: DMSO 0, 5 µM enzyme 100; P55210; hit rate 0.093% among 330,000; activation, % at 8.5 µM;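 active means percent activation above the screen-wide mean plus 3 SD, cut at about 25% in these data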
# Target sequence (P55210 whole entry D23A/D198A/D206A): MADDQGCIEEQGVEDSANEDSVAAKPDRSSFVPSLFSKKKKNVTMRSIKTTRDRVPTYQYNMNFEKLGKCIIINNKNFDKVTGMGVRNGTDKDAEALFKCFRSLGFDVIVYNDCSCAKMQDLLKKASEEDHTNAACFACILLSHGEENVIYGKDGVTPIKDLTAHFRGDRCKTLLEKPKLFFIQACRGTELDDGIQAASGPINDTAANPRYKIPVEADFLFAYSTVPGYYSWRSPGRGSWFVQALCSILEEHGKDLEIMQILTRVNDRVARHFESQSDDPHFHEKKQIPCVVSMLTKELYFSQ
#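 Assay system: Uncleavable procaspase-7 mutant enzyme | Input: 2 µM procaspase-7 mutant as dispensed | Timing: 1 h compound preincubation, 2 h substrate cleavage, 25 °C | Repeats: One well per compound | Control set: DMSO wells as 0%, DMSO with 5 µM added PC-7 as 100% | Technique: Epi-absorbance of released pNA at 405 nm, two timepoints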
# CIT2-GFP yeast = modulators of TOR pathway CIT2-GFP in S. cerevisiae; S. cerevisiae CIT2-GFP strain, flow cytometry, 3 h; 100 means same as DMSO wells; GFP response vs DMSO, % at 10 µM; hit rate 0.065% among 320,000; AID 2029;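 active means GFP response relative to DMSO above a set limit, near the screen mean plus 3 SD, cut at about 150% in these data; inconclusive means Fewer than 70 cells measured for a yeast strain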;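 further: ratio of well median GFP fluorescence to mean of DMSO wells on the plate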
# proCasp3 act = procaspase-3 (human) activation. hit rate 0.11% among 330,000. recombinant procaspase-3 D3A, Ac-DEVD-pNA absorbance 405 nm. P42574. activation, % at 8.5 µM;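 active means activation above the mean of all tested compounds plus 3 SD, cut at about 21% in these data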;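 further: 0% = DMSO alone and 100% = DMSO wells spiked with extra 5 µM PC-3 D3A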
# Target sequence (P42574 whole entry D9A/D28A/D175A): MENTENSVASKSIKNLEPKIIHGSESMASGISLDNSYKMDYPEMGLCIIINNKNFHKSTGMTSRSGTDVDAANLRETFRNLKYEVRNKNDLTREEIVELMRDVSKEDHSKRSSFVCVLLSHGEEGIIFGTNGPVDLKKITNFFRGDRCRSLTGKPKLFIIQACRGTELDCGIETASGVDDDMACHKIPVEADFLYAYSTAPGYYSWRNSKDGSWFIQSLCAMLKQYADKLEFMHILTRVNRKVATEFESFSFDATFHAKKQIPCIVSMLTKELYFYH
#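 Compound: 8.5 µM single point, 0.8% DMSO / Material: Autoprocessing-dead procaspase-3 D3A mutant enzyme / Timing: 1 h preincubation plus 2 h reaction at 25 °C / Medium: Zinc-free HEPES/NaCl buffer with 0.01% Triton X-100 at pH 7.4 / Technique: 405 nm absorbance of p-nitroaniline, reads at 0 and 120 min / Repeats: one well per compound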
# LAP4 TOR yeast = yeast TOR pathway LAP4-GFP modulation; S. cerevisiae LAP4-GFP multiplex, flow cytometry GFP, 3 h; median GFP as percent of DMSO wells; hit rate 0.34% among 320,000; GFP response vs DMSO, % at 10 µM; AID 2023;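 active means GFP response vs DMSO above a set limit, about the screen mean plus 3 SD, cut at about 150% in these data; inconclusive means under 70 cell events counted for the yeast strain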
# AHR act = activates the human aryl hydrocarbon receptor. P35869. AHR-responsive luciferase reporter cells, luminescence. activation, % at 5 µM. hit rate 2.5% among 320,000. AID 2796; in the data active means activation above about 47%;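 further: 0% = vehicle wells and 100% = reference agonist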
# MEP2-GFP yeast = modulators of TOR pathway MEP2-GFP in S. cerevisiae | hit rate 0.51% among 330,000 | S. cerevisiae MEP2-GFP strain, flow cytometry GFP, 3 h; 100% = DMSO control level | GFP response vs DMSO, % at 10 µM;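 active means GFP response versus DMSO above a set limit, roughly screen mean plus 3 SD, cut at about 180% in these data; inconclusive means fewer than 70 cells counted for a yeast strain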;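 further: median GFP fluorescence of the barcode-gated MEP2-GFP cells per well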
# AGP1-GFP MLPCN = modulators of TOR pathway AGP1-GFP in S. cerevisiae. GFP response vs DMSO, % at 10 µM. AID 2066. hit rate 0.02% among 320,000. S. cerevisiae AGP1-GFP multiplex flow cytometry, 3 h; GFP as percent of DMSO wells;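 active means GFP response relative to DMSO above a set limit, near screen average plus 3 SD, cut at about 150% in these data; inconclusive means fewer than 70 cells counted for the yeast strain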;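 further: median GFP channel fluorescence of the gated AGP1 strain per well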
# * marks the source's active call; other numbers are inactive results; ? = inconclusive; / = no result given; [ ] = remark or other dose.
SMILES,RPL19A-GFP yeast,proCasp7 act,CIT2-GFP yeast,proCasp3 act,LAP4 TOR yeast,AHR act,MEP2-GFP yeast,AGP1-GFP MLPCN
O=C(/C=C/c1ccc([N+](=O)[O-])cc1)OCC(=O)N1CCOCC1,102.2,2.0,99.8,-8.1,100.8,1.1,103.0,102.1
CC(C)NC(=O)c1ccc(-c2cccc(C(F)(F)F)c2)o1,102.9,2.5,105.0,2.7,112.4,9.8,109.1,100.3
COc1ccc(CCN=C(N)NS(=O)(=O)c2ccccc2)cc1,104.0,-5.8,109.5,4.8,100.4,4.8,98.9,106.1
CC1=CC(C)C2C(=O)N(CCC[N+](C)(C)C)C(=O)C2C1 (configuration not stated),111.4,-13.2,114.7,-11.4,100.2,1.1,103.2,108.1
CC(=O)N/C(=C/c1ccc(OS(=O)(=O)c2ccc(C)cc2)cc1)C(=O)NCCCO,98.8,1.7,/,2.0,/,-1.8,101.8,/
CC1=C/C(=C(/c2ccc(O)c(C)c2)c2ccccc2S(=O)(=O)O)C=CC1=O,105.3,-25.3,107.0,3.5,112.4,1.9,110.2,109.5
CCOC(=O)[C@H]1[C@H]2COc3ccc(Cl)cc3[C@@H]2N2C(=O)[C@@H](CO)NC(=O)[C@@]12C,99.9,2.8,102.0,2.4,109.7,-0.9,99.8,103.7
CCOC(=O)c1c(NC(=O)CC2Sc3ccc(C(F)(F)F)cc3NC2=O)sc(C)c1C (configuration not stated),108.2,-10.8,106.5,-4.2,100.3,0.2,109.2,102.9
Cc1ccc2nc(SCC(=O)Nc3cccc([N+](=O)[O-])c3)[nH]c2c1,101.8,-1.6,93.3,8.5,99.6,89.3*,111.1,104.3
CCOC(=O)c1cc2ccc(OC)c(OC)c2c(=O)s1,57.3[may fluoresce violet],2.6,?,2.5,105.8[may fluoresce violet],-1.3,211.4*[may fluoresce violet],/
Cc1cccc(OCC(=O)NCCCNC(=O)c2cnccn2)c1,108.1,3.9,114.3,3.6,95.5,2.9,112.7,107.6
CC(C)CNC(=O)C(=O)Nc1cc2c3c(c1)CCC(=O)N3CCC2,100.8,6.5,94.7,0.1,104.8,5.1,103.2,100.7
COc1ccccc1-n1c(SCC(=O)N2CCCCC2)nnc1-c1ccccc1O,114.4,18.9,112.1,3.9,107.4,0.5,119.8,122.7
COc1ccccc1N(Cc1cc(=O)[nH]c2ccccc12)C(C)=O,105.0,-0.7,99.5,-3.0,89.2,13.7,99.5,102.6
Cc1cccc(N2CCN(c3ccc(C(N)=O)cc3[N+](=O)[O-])CC2)c1C,85.8,7.5,/,3.1,92.3,-0.5,112.3,98.2
CC(NS(=O)(=O)c1ccccc1)C(=O)Nc1ccc(S(N)(=O)=O)cc1 (configuration not stated),97.4,5.7,105.2,-6.1,95.4,0.2,90.3,99.1
Cc1ccc(C)c(NC(=O)C2CCC(C)(C(=O)O)C2(C)C)c1 (configuration not stated),99.8,6.3,103.1,-0.2,104.1,0.0,96.9,101.7
NC(=O)c1c(NC(=O)Cc2cccs2)sc2c1CCC2,92.1,-17.9,96.5,-1.1,99.6,-4.3,97.0,93.0
C=CCN(c1ccc(C(=O)Nc2cccc([N+](=O)[O-])c2)cc1)S(C)(=O)=O,87.0,1.7,85.2,0.1,90.3,2.0,94.4,86.9
C/C(NC1CCCC1)=C(/C#N)C(N)=O,90.4,8.2,97.7,1.9,93.8,-2.3,98.4,94.3
CC(=O)Nc1cccc(NC(=O)c2cc([N+](=O)[O-])ccc2N2CCCCC2)c1,96.2,-0.6,95.8,-1.6,105.3,-1.1,96.7,102.9
N/C(=N\c1nc2ccccc2o1)NC(=O)c1ccccc1F,99.6,-2.0,92.7,4.2,102.0,103.7*,105.0,95.6
Cc1ccc(C)c(S(=O)(=O)N2CCN(C(=O)Cc3ccsc3)CC2)c1,95.8,1.4,99.3,-0.4,92.1,5.3,96.0,96.6
O=C(CSc1nc2[nH]ncc2c(=O)[nH]1)Nc1ccc(Cl)c(Cl)c1,92.8,10.3,93.8,-3.4,96.9,7.3,93.9,100.0
O=C(/C=N/O)NCCN1CCCCC1,84.9,13.5,83.7,-2.7,78.2,-2.8,78.1,82.8

# Other records.
SMILES,RPL19A-GFP yeast,proCasp7 act,CIT2-GFP yeast,proCasp3 act,LAP4 TOR yeast,AHR act,MEP2-GFP yeast,AGP1-GFP MLPCN
COc1ccccc1NS(=O)(=O)c1cc(C(=O)NCC(c2ccc(F)cc2)N2CCOCC2)ccc1C (configuration not stated),86.9,8.0,81.4,3.9,93.7,0.8,92.6,91.6
CCOC(=O)CSc1nc2ccccc2c(=O)n1-c1ccc(C(=O)NCCOC)cc1,96.3,4.9,98.5,1.0,108.2,-1.2,101.4,94.8
CCc1nc2ccccc2c(C(=O)Oc2ccc(C(=O)OC)cc2)c1C,95.8,5.8,92.5,-0.2,105.9,1.8,101.5,97.0
CN(C)c1ccc(C(C(=O)NC2CCCC2)N(Cc2cccnc2)C(=O)c2snc(C(N)=O)c2N)cc1 (configuration not stated),97.1,-1.7,101.3,-2.0,92.7,3.6,99.0,101.3
CC(C)c1ccccc1NC(=O)COC(=O)CCN1C(=O)/C(=C\C=C\c2ccccc2)SC1=S,109.6,-11.5,107.3,-28.7,108.0,-10.6,109.3,111.2
Cn1nc(C(=O)OCC(=O)Nc2ccc(F)cc2Cl)c2ccccc2c1=O,105.2,6.8,106.8,4.8,97.4,0.2,109.5,104.9
O=C(CN1C(=O)C2C3C=CC(C3)C2C1=O)Nc1ccc(S(=O)(=O)Nc2nccs2)cc1 (configuration not stated),98.4,6.7,97.8,4.9,101.4,1.1,101.8,103.0
COCCNC(=O)C(c1ccc(F)cc1)N(C(=O)CCC(=O)Nc1ccccn1)C1CCCCC1 (configuration not stated),102.0,2.7,109.6,4.5,92.4,0.8,103.6,107.6
O=C(CCCC(=O)N(c1ccc(F)cc1)C(C(=O)NC1CCCC1)c1ccc(O)cc1)Nc1ccccn1 (configuration not stated),100.2,7.9,102.6,5.8,92.5,-1.6,102.9,101.6
CCOc1ccc2c(c1)c(C(C)=O)c(C)n2-c1ccccc1,35.0*[may fluoresce violet],0.9,?,-0.4,98.7[may fluoresce violet],5.6,628.1*[may fluoresce violet],/
O=C1c2ccccc2C(Nc2cccnc2)N1Cc1ccccc1 (configuration not stated),114.2,-4.4,98.4,-3.4,129.4,17.1,113.2,107.8
Cc1ccc(S(=O)(=O)N2CCCCC2)cc1NC(=O)CSc1ncn[nH]1,96.4,2.0,91.5,9.1,109.7,0.6,89.8,99.0
CCOn1c(=O)c(-c2cccc3ccccc23)[n+]([O-])c2ccccc21,93.7,8.8,87.6,9.2,106.2,8.8,99.7,95.1
Cc1ccc(NC(=O)NC2CCCCCCC2)cc1C,110.5,/,89.9,/,70.2,/,101.9,90.8
Cc1ccc(CNc2nc(Cl)c(C#N)s2)cc1,101.8,7.7,96.5,6.5,102.9,-2.7,101.9,102.1
CCn1c(=O)cc(OCC(=O)N(C)C2CCCCC2)c2ccccc21,105.7,-1.9,103.3,-3.7,105.2,11.7,112.0,107.9
O=C(Nc1cccc(-c2nc3ccccc3s2)c1)c1cc(=O)c2ccccc2o1,103.8,-8.0,107.7,6.1,98.3,11.8,99.7,98.6
CCOc1cccc(NC(=O)C2CC(=O)N(C)C2)c1 (configuration not stated),97.5,-7.7,98.6,11.8,98.9,1.1,106.5,101.2
COc1ccc(CC(=O)NNC(=O)c2cccs2)cc1,96.4,2.9,105.3,2.8,90.3,-0.4,97.2,96.3
COc1ccc(NC(=O)Nc2ccc3c(c2)C(=O)N([C@H](C)CO)C[C@H](C)[C@@H](CN(C)C(=O)Nc2ccc(C(F)(F)F)cc2)O3)cc1,95.5,4.4,104.2,2.9,105.8,1.4,94.1,100.2
N#Cc1cnc2cc(-c3ccccc3)nn2c1N,95.6,-16.1,89.2,1.4,120.7,32.4,98.4,77.4
O=C(OCC1OC(n2ccc(=O)[nH]c2=O)C(O)C1OC(=O)c1ccccc1)c1ccccc1 (configuration not stated),103.5,5.8,96.8,8.5,98.3,-1.1,104.9,100.8
Cc1cccn2c(=O)c3cc(C(=O)NCC4CCCO4)c(=N)n(C4CCCCC4)c3nc12 (configuration not stated),51.5[may fluoresce violet],-8.4,?,-7.0,80.5[may fluoresce violet],3.1,608.5*[may fluoresce violet],?
CCOC(=O)C1Cn2c(nc3c(c2=O)C(C)(C)Cc2ccccc2-3)S1 (configuration not stated),92.0,-0.4,96.7,7.9,98.3,30.8,99.2,107.0
CC(C)C(=O)NC(Nc1cccc([N+](=O)[O-])c1)C(Cl)(Cl)Cl (configuration not stated),101.8,1.2,100.5,-4.1,93.8,-2.8,102.6,98.3

# Next section
SMILES,RPL19A-GFP yeast,proCasp7 act,CIT2-GFP yeast,proCasp3 act,LAP4 TOR yeast,AHR act,MEP2-GFP yeast,AGP1-GFP MLPCN
COc1ccc(CNC(=O)c2c[nH]c3ccccc3c2=O)cc1,98.9,0.7,103.7,12.3,88.7,10.7,98.2,92.4
CCOc1ccccc1C(=O)N(C)Cc1cc2cc(OC)ccc2[nH]c1=O,50.2[may fluoresce violet],-0.7,?,-0.2,97.9[may fluoresce violet],3.5,183.7*[may fluoresce violet],?
COc1ccc(CNC(=O)CN2C(=O)COc3ccc(S(=O)(=O)N4CCCCC4)cc32)cc1,101.5,-3.2,99.5,5.4,104.3,1.7,100.4,105.8
CC1(C)CC(=O)C=C(NCc2ccc(Cl)c(Cl)c2)C1,113.6,0.5,116.0,1.8,109.5,6.4,116.2,116.5
CC1=NN(C(C#N)c2ccc(F)cc2)C(c2ccccc2)C1 (configuration not stated),101.9,-11.8,94.9,0.3,95.5,-1.4,92.9,97.0
Cc1ccc(CN=Cc2[nH]c3ccc(Br)c(Cl)c3c2O)cc1,94.1,-2.6,102.3,-3.2,138.7,29.5,121.8,92.2
Cc1ccsc1C(=O)Nc1ccc2c(c1)OCCO2,100.2,-0.2,87.9,0.1,107.8,-0.4,97.0,91.9
N=c1c2cn[nH]c2nc(SCC(=O)c2ccc(Br)cc2)n1-c1ccc(Br)cc1,107.3,-1.0,128.7,6.7,107.5,8.9,110.6,121.8
C=CCn1c(CCC(O)COCCC)n[nH]c1=S (configuration not stated),107.7,-3.4,104.8,-2.7,93.3,-0.1,102.2,105.0
O=C(CSc1nnc(-c2ccccc2O)n1Cc1ccccc1)NNC(=O)c1ccccc1O,101.3,-8.1,98.8,0.5,96.4,20.1,94.2,99.5
CNC(=O)COC(=O)c1cc(=O)[nH]c2ccccc12,95.5,9.7,97.4,1.7,94.4,5.0,96.0,92.2
O=C(CC1CCCC1)Nc1cccc(Br)c1,101.2,6.8,108.0,4.2,97.5,3.3,101.6,85.8
O=C(NC1CCCC1)c1n[nH]c2ccccc12,94.8,4.5,95.2,11.5,97.1,5.2,92.3,96.4
CCCn1nnnc1SCC(=O)c1ccc2c(c1)OCCO2,95.2,-2.1,90.9,-2.0,97.7,4.3,93.2,94.8
